# A350 autofl: compounds fluorescent in Alexa 350 spectral region. Compound autofluorescence, 340/450 nm, Alexa 350 dye-equivalents; hits give high values. max dye-equivalent concentration, M. 59,000 compounds, 11% hits; in the data active = max dye-equivalent concentration above about 10 nM; inconclusive = mostly about 1.1 nM to 9.6 nM
# Casp1 inh: caspase-1 (human) inhibition, allosteric or competitive. P29466. Caspase-1 enzyme, Ac-WEHD-AFC fluorogenic rate. Potency, µM (doses to about 57.5 µM), for the others: at the highest dose activity change, negative = inhibition, usual class: inhibitors. 75,000 compounds, 0.03% hits. AID 900;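 also: potency is read from the fitted curve at half-maximal effect; plate controls were vehicle for no effect and no substrate for full effect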
# Target sequence (P29466 120-297 limits assumed): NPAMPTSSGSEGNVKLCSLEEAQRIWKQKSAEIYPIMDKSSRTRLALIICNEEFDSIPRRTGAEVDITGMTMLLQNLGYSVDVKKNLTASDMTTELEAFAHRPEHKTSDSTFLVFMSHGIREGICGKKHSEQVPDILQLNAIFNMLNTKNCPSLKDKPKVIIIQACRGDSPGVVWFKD
# Target sequence (P29466 317-404 limits assumed): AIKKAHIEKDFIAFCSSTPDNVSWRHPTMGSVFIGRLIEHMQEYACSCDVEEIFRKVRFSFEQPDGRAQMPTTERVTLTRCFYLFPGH
# BRCT PPI red: disrupts BRCA1 BRCT binding to phosphoprotein, red fluorophore readout | Potency, µM (titrated, usually from 76.9 µM), for inactives: at the top dose activity change, negative = inhibition, usual class: inhibitors | 75,000 compounds, 0.03% hits | BRCT-phosphopeptide binding, red fluorescence polarization; also: % is scaled to controls: 0 for no effect and ±100 for the full control effect
#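 Rhodamine-labelled pBACH1 10-mer (100 nM) bound to BRCT domain (100 nM) at pH 7.3; compounds incubated 12 min room temperature, polarization read. Free peptide defines full inhibition; unlabelled decapeptide titrated as control.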
# Caspase-7 inhib: allosteric or competitive inhibitors of human caspase-7; 75,000 compounds, 0.02% hits; AID 889; P55210; recombinant caspase-7, Ac-DEVD-AFC fluorescence rate; Potency, µM (series often up to 57.5 µM), for inactives: top-dose activity change, negative = inhibition, most hits filed as inhibitors; active = well fitted inhibition curve with a large enough effect in the main read-out, with a control signal flat, not every such curve was filed as active; inconclusive = small, poorly fitted or top-dose-only effect, or a change in a side signal; also: potency is read from the fitted curve at half-maximal effect; % of control where 0% means no effect
# BRCT PPI green: blocks human BRCA1 BRCT binding to phosphopeptide, green readout; P38398; BRCA1 BRCT-phosphopeptide binding, green fluorescence polarization; Potency, µM (titrated, usually from 76.9 µM), for the others: at the highest dose activity change, negative = inhibition, hits mostly inhibitors; 75,000 compounds, 0.05% hits; AID 875;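 also: potency is read from the fitted curve at half-maximal effect; plate controls were peptide without protein for full effect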
#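 Fluorescence polarization: His-tagged BRCT (~35 kDa BRCA1 C-terminus, 250 nM) bound to 100 nM fluorescein-labeled phosphorylated 10-aa BACH1 peptide, pH 7.3 phosphate buffer with DTT and Tween 20. Compounds incubated 12 min at room temperature; inhibition read as lowered polarization.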
# 4-MU autofl: compound fluoresces in the 4-MU spectral region; 59,000 compounds, 11% hits; compound autofluorescence, 340/450 nm, 4-MU equivalents; hits give high values; max dye-equivalent concentration, M; AID 589; in the data active = max dye-equivalent concentration above about 10 nM; inconclusive = mostly about 1.1 nM to 9.6 nM
#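 Compounds in 100 mM Tris, pH 8.0, sat 15 min at room temperature before fluorescence was read at 340 nm excitation/450 nm emission; a per-plate six-point 4-MU standard curve converted signals to dye-equivalent concentration at each compound concentration.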
# USP2a inhib: USP2a (human) protease inhibition | O75604 | USP2a enzymatic assay, qHTS inhibition | Potency, µM (doses to about 38.3 µM), without a hit: at the top dose activity change, negative = inhibition, usual class: inhibitors | 60,000 compounds, 0.1% hits | AID 927;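 also: potency is read from the fitted curve at half-maximal effect; nearly all actives have a fitted effect of over 60% in size; plate controls were DMSO for no effect and NEM full inhibition control for full effect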
# Target sequence (O75604 whole entry, looked up): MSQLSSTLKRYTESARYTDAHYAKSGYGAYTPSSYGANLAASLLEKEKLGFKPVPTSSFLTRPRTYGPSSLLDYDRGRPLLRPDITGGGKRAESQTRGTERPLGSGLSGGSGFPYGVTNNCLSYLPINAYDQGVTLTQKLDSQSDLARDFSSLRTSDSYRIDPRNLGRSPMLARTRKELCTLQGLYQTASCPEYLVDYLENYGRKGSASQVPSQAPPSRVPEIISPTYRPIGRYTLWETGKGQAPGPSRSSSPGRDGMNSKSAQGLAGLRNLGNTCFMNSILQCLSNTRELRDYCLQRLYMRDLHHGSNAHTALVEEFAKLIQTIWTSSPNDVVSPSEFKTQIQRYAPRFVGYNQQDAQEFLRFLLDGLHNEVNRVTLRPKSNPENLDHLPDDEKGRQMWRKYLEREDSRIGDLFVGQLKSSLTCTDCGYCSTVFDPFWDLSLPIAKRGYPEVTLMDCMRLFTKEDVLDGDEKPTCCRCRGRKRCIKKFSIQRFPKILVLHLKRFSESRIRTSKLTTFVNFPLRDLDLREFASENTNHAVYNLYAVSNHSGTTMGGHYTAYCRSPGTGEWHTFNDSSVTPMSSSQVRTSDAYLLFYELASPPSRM
#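 Coupled readout: USP2-cleaved Ub-PLA2 (20nM final) turns over NBD C6-HPC (20uM final), Ex 460nm/Em 535nm after 2.5 h, time-zero read flagging artifacts. Enzyme (20nM final, pH 8.0 Tris) given 30 min RT with compound first; NEM defines full inhibition.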
# Epigenetic mod: epigenetic GFP locus derepression in mouse cells; mouse C127i GFP locus derepression, cytometry, 30 h; Potency, µM (series often up to 46.1 µM), inactives show at the top dose GFP derepression (activation); 68,000 compounds, 0.09% hits; also: % of control where 0% means no effect
#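 Read-out is the number of GFP-positive cells, scored as fluorescent objects 20 to 120 um wide, reflecting derepression of a silenced CMV-GFP reporter in murine C127i cells after 30 h compound exposure at 37 C.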
# Ub-GFP proteasome: inhibits proteasome, raising ubiquitin-GFP reporter fluorescence; Ubiquitin-GFP reporter cells, proteasome inhibition, GFP fluorescence; response scale: untreated = 0%, 10 µM MG-132 = 100%; 67,000 tested, under 10 active; Potency, µM (titrated, usually from 45.9 µM), for inactives: top-dose activation (GFP accumulation), hits mostly activators; AID 526; active = well fitted activation curve with a large enough effect, not every such curve was filed as active; inconclusive = small, poorly fitted or top-dose-only effect, or another doubt; inactive = no such curve, though single readings can be large or run the other way; also: potency is read from the fitted curve at half-maximal effect
#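 U2OS Ub(G76V)-GFP reporter; O/N plating, 0.5% FBS; cpd 46 uM–2.9 nM, 4 h, 37 °C; GFP+ cell count, 488/515 nm; norm. to basal vs 10 uM MG-132; CRC fit.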
# Fluorescein autfl: compound fluoresces in the fluorescein spectral region; max fluorescein-equivalent concentration, M; AID 593; Compound autofluorescence, 480/540 nm, fluorescein-equivalent; hits give high values; 59,000 compounds, 0.91% hits; in the data active = max fluorescein-equivalent concentration above about 10 nM; inconclusive = between about 1.1 nM and that limit
#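 Spectral profiling of library compounds in the fluorescein window (480 nm excitation, 540 nm emission) after 15 min at room temperature in pH 8.0 Tris (100 mM). Values are dye-equivalent concentrations.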
# HEK293 cAMP ctrl: raises cAMP in parental HEK293 cells, TSHR agonist counter-screen. Potency, µM (top dose mostly 57.1 µM), for inactives: top-dose activation, usual class: activators. 73,000 compounds, 2.5% hits. parental HEK293 CNG cAMP sensor, membrane potential fluorescence; also: potency is read from the fitted curve at half-maximal effect; % of control where 0% means no effect; nearly all actives have a fitted effect of over 55% in size
#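 Counterscreen for endogenous-receptor signalling: CNG-channel HEK 293 cells report cAMP rise by membrane depolarization. After 60 min dye equilibration with 100 uM RO 20-1724, compounds incubated 30 min before bottom-read fluorescence at 590 nm.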
# Active calls of the source: *; i = inactive; ? = inconclusive; . = no result given; [ ] = another dose, or the depositor's remark. Unless noted, calls follow the shape of the dose curve; as a rule, active = well fitted curve in the direction sought with a large enough effect; inconclusive = small, poorly fitted or top-dose-only effect, or another doubt; inactive = no such curve, though single readings can be large; an effect the other way counts as inactive or inconclusive.
# Start of the listing, in advance:
SMILES,A350 autofl,Casp1 inh,BRCT PPI red,Caspase-7 inhib,BRCT PPI green,4-MU autofl,USP2a inhib,Epigenetic mod,Ub-GFP proteasome,Fluorescein autfl,HEK293 cAMP ctrl
O=C(O)C1CC(c2cccc(Br)c2)=NO1 (stereo not drawn),i,-1%,-0.6%,-2%,-0.5%,i,-4%,1%,4%,?,18%
O=C(CSc1nc(-c2ccc(F)cc2)cs1)NC(=O)NCc1ccco1,i,-1%,-0.2%,-10%,-2.4%,i,22%,3%,-3%,?,28%

# This part in full, from the first entry:
SMILES,A350 autofl,Casp1 inh,BRCT PPI red,Caspase-7 inhib,BRCT PPI green,4-MU autofl,USP2a inhib,Epigenetic mod,Ub-GFP proteasome,Fluorescein autfl,HEK293 cAMP ctrl
O=C(O)C1CC(c2cccc(Br)c2)=NO1 (stereo not drawn),i,-1%,-0.6%,-2%,-0.5%,i,-4%,1%,4%,?,18%
O=C(CSc1nc(-c2ccc(F)cc2)cs1)NC(=O)NCc1ccco1,i,-1%,-0.2%,-10%,-2.4%,i,22%,3%,-3%,?,28%
COc1ccc(CCNC(=O)CCN2C(=O)C(C)Oc3ccc(C)cc32)cc1OC (stereo not drawn),i,-1%,0.7%,1%,0.5%,i,2%,-1%,-2%,i,5%
O=C(C1CCC(CNc2c(N3CCCCC3)c(=O)c2=O)CC1)N1CCN(c2ccccn2)CC1 (stereo not drawn),.,-3%,0.7%,-1%,-2.1%,.,.,.,-12%,.,2%
O=C(Cn1[nH]c(=O)c2ccccc2c1=O)OCC(=O)N1CCCc2ccccc21,i,0%,1.3%,-8%,0.5%,i,10%,2%,0%,?,-6%
COc1cc(C(=O)OCC(=O)Nc2c(F)c(F)c(F)c(F)c2F)cc(OC)c1OC,i,0%,0.3%,-1%,-1.2%,i,21%,0%,3%,?,?
O=C(Cn1cnc2c(nnn2-c2cccc(Cl)c2)c1=O)N1CCCC1,i,-2%,0.3%,1%,-0.3%,i,-2%,-3%,8%,i,11%
COC(=O)C1=C(C)N(C)C(C)=C(C(=O)OC)C1c1ccccc1C,.,-4%,0.4%,-2%,-1.3%,.,3%,-5%,21%,.,24%
CCOC(=O)c1ccc(NC(=O)CCc2nc(-c3ccc(Cl)cc3)no2)cc1,i,-3%,-1.1%,-1%,-1.5%,i,12%,-2%,7%,?,20%
Cc1ccc(S(=O)(=O)N(CC(=O)O)Cc2ccccc2)cc1,?,-4%,0.9%,0%,1.0%,i,6%,3%,1%,i,4%
Clc1ccc(OCc2nnc(-c3ccccc3Br)o2)c(Cl)c1,.,0%,-0.3%,-2%,-0.2%,.,-5%,2%,0%,.,?
Cc1ccnc(SCC(=O)Nc2oc(-c3ccccc3)c(-c3ccccc3)c2C#N)n1,i,-1%,0.1%,1%,0.8%,i,24%,0%,4%,i,?
CCOC(=O)c1sc(NC(=O)CSc2nnc(-c3ccco3)o2)c(C(=O)OCC)c1C,i,-2%,2.3%,-6%,0.8%,i,47%[activator],0%,1%,i,22%
COc1cccc2c1[C@@H]1CN(CCCCn3c(=O)[nH]c4c(sc5ncc(-c6ccccc6)nc54)c3=O)C[C@H]1CO2,i,-5%,-1.8%,-3%,-1.4%,i,21%,2%,0%,?,-77%[inhibitor]
O=C(Nc1ccc(-n2cnnn2)cc1)C1CCCN1C(=O)NC1CCCCC1 (stereo not drawn),i,0%,0.4%,1%,-0.9%,i,5%,3%,-1%,i,?
COCCCNc1ncnc2nc[nH]c12,.,4%,-0.9%,1%,-1.3%,.,.,.,14%,.,16%
Cc1ccc(N(C(C)C(=O)O)S(=O)(=O)c2c(C)[nH]c(=O)[nH]c2=O)cc1 (stereo not drawn),.,-5%,-1.6%,1%,-0.3%,.,.,.,0%,.,?
CCOc1nc(-c2ccccc2)ccc1-c1noc(-c2ccncc2)n1,?,1%,-1.9%,2%,-3.5%,?,3%,-1%,9%,?,14%
Cc1nn(Cc2ccc(Cl)c(Cl)c2)c(C)c1NC(=O)c1cc(C2CC2)on1,.,-3%,0.6%,-5%,0.6%,.,.,-3%,9%,.,24%
O=C(O)CS(=O)c1ccc2c3c(cccc13)C(=O)c1ccccc1-2 (stereo not drawn),?,-12%[11.5 µM],-3.9%[15.4 µM],-16%[11.5 µM],-7.2%[15.4 µM],?,.,?,-9%[9.17 µM],1.4e-08M*,-10%[11.4 µM]
O=C(c1ccncc1)N1CCC2(CC1)CN(c1ncccn1)C2,i,-4%,0.3%,-1%,-2.8%,i,-9%,7%[9.22 µM],-8%,i,9%
O=C1CC(NCc2ccncc2)C(=O)N1c1ccccc1 (stereo not drawn),.,0%,0.3%,-1%,-1.7%,.,-12%,9%,-1%,.,8%
CCOc1ccccc1NC(=O)NC1CCN(CC(=O)Nc2ccc3c(c2)OCCO3)CC1,i,4%,-2.3%,-1%,-1.3%,i,21%,-1%,3%,?,8%
CCOCCCNC(=O)C1CCN(S(=O)(=O)N(CC(C)C)CC(C)C)CC1,i,0%,-0.9%,-1%,-1.6%,i,10%,-1%,2%,i,12%
Cc1cc(Cl)c(S(=O)(=O)NCC2CCCO2)cc1OCC(N)=O (stereo not drawn),i,-1%,0.1%,0%,-0.3%,i,3%,-3%,0%,i,26%

# New compounds follow:
SMILES,A350 autofl,Casp1 inh,BRCT PPI red,Caspase-7 inhib,BRCT PPI green,4-MU autofl,USP2a inhib,Epigenetic mod,Ub-GFP proteasome,Fluorescein autfl,HEK293 cAMP ctrl
O=C(C1CCN(S(=O)(=O)c2cccnc2)CC1)N1CCN(c2ccccc2Cl)CC1,?,0%,-1.6%,-1%,-0.2%,?,14%,2%,2%,i,2%
O=C(CN1CCC(NC(=O)Nc2ccccc2-c2ccccc2)CC1)NCc1ccco1,i,-2%,-1.4%,1%,-1.4%,i,18%,-2%,0%,i,?
Cc1cc(Br)ccc1SCC(=O)OCC(=O)N1CCN(C(=O)c2ccco2)CC1,i,-1%,-1.3%,-6%,0.5%,i,34%[activator],-1%,-7%,?,?
COC(=O)c1[nH]c2ccc(C)cc2c1NC(=O)CCN1CCN(C2CCCCC2)CC1,?,1%,-1.1%,1%,-0.4%,?,23%,-1%,12%,i,-4%
CC(C)Cn1c(N)c(C(=O)COC(=O)c2ccc3c(c2)OCCO3)c(=O)n(C)c1=O,i,-4%,0.5%,-5%,0.7%,i,28%,-2%,1%,i,10%
CCOc1ccc(CCNC(=O)C2CCCN(C(=O)N(C)C)C2)cc1OCC (stereo not drawn),i,-1%,-3.0%,-6%,-1.9%,i,6%,-1%,6%,i,3%
O=C(CC1CCCCC1)NCCCN1CCOCC1,.,2%,-1.1%,1%,-0.8%,.,2%[7.66 µM],0%,0%[9.17 µM],.,0%[11.4 µM]
CC(C)(C)c1cc(C(=O)O)nn1-c1ccccc1,i,0%,0.0%,1%,0.3%,i,.,-2%,3%,i,-2%
CCOCCCNC(=O)C1CCN(C(=O)N(C)C)CC1,?,-1%,-0.7%,0%,-2.4%,?,-3%,4%,-1%,?,1%
COC(=O)C1[C@H]2C(=O)N(Cc3cccs3)C[C@]23C=C[C@H]1O3 (stereo partly drawn),i,1%,-0.6%,-1%,1.7%,i,-9%,2%,5%,i,-2%
Oc1ccccc1-c1cc(C(F)(F)C(F)F)[nH]n1,.,-3%,0.5%,1%,-0.5%,.,8%[7.66 µM],-4%,12%[9.17 µM],.,-6%[11.4 µM]
Cc1cc(C)n(C(=O)CCC(=O)NCc2ccccc2)n1,i,2%,-1.4%,1%,-1.8%,i,-6%,0%,2%,i,2%
OCc1ccc(-c2nn(Cc3ccccc3)c3ccccc23)o1,?,2%,-1.6%,0%,2.4%,?,-6%,-1%,-3%,?,13%
COC(=O)[C@@]1(Cc2ccc(F)cc2)[C@H]2c3cc(C(=O)N(C)C)n(CCCNc4ccc(C(F)(F)F)cc4Cl)c3C[C@H]2CN1C(=O)c1ccccc1,.,-2%,-1.5%,-4%,5.2%,.,.,.,.,.,13%
CCOC(=O)CC(=O)CSc1nnc(Cn2c(=O)sc3ccccc32)n1C,i,-4%,-0.6%,-2%,-1.8%,i,-2%,0%,-3%,?,?

# Some of these compounds in order of molecular weight, ascending:
SMILES,A350 autofl,Casp1 inh,BRCT PPI red,Caspase-7 inhib,BRCT PPI green,4-MU autofl,USP2a inhib,Epigenetic mod,Ub-GFP proteasome,Fluorescein autfl,HEK293 cAMP ctrl
CCOc1ccc(CCNC(=O)C2CCCN(C(=O)N(C)C)C2)cc1OCC (stereo not drawn),i,-1%,-3.0%,-6%,-1.9%,i,6%,-1%,6%,i,3%
COC(=O)c1[nH]c2ccc(C)cc2c1NC(=O)CCN1CCN(C2CCCCC2)CC1,?,1%,-1.1%,1%,-0.4%,?,23%,-1%,12%,i,-4%
COC(=O)[C@@]1(Cc2ccc(F)cc2)[C@H]2c3cc(C(=O)N(C)C)n(CCCNc4ccc(C(F)(F)F)cc4Cl)c3C[C@H]2CN1C(=O)c1ccccc1,.,-2%,-1.5%,-4%,5.2%,.,.,.,.,.,13%

# Bioassay records as filed in PubChem BioAssay.

# Not all compounds are listed. The share of hits here may be higher or lower than overall.
